TAG inh – inhibitors of triacylglycerol accumulation. H9c2 cells, Nile Red lipid (TAG) fluorescence; cells loaded with 200 µM oleic acid. inhibition, % at 12.5 µM. actives 0.66% (n = 230,000). AID 651582;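 active means pattern-corrected inhibition of lipid staining of at least 50% with the nuclear-stain viability signal not falling by more than 50%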;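 further: 0% = DMSO wells and 100% = triacsin C control wells; some results filed as inactive read as strong as hits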
TAG inh DAPI viability – further read-out of TAG inh, marked with its call; DAPI nuclei signal change (viability), lower = more cytotoxic, %;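 whole-well DAPI fluorescence read on a plate reader as a viability signal; minus 50 percent equals half of cells still viable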
An asterisk follows results filed as active; i = inactive. This is a subset; rates above refer to the full screens.

SMILES | TAG inh | TAG inh DAPI viability
COc1ccc2ccc3cccc[n+]3c2c1 | 0 | 8
COc1ncnc2c1ncn2CCCNCC(c1ccccc1)c1ccccc1 | -4 | 1
COC(=O)C1CCN(C(=O)COC(=O)c2oc3ccccc3c2C)CC1 | 0 | 10
CN(CC(=O)Nc1cccc(F)c1)CC(=O)N1CCc2ccccc21 | -9 | 5
COC(C[C@@H]1O[C@@H]1C(=O)[C@H](C)OCc1ccccc1)OC | -1 | 14
O=C(N/N=C/c1cc(O)ccc1[N+](=O)[O-])c1ccc2c(c1)OCCO2 | -11 | 8
COc1ccc(C(C)(C)C)cc1NC(=O)Nc1ccc2c(c1)OCO2 | 10 | 3
CCOC(=O)c1c(CN2CCCCC2)n(C)c2cc(Br)c(O)c(CN(C)C)c12 | 8 | 12
COc1ccc(S(=O)(=O)N2CCCC(C(=O)NC3CCCCC3)C2)cc1 (configuration not stated) | -7 | 1
O=C(NCC1COc2ccccc2O1)C1CCN(S(=O)(=O)c2ccc(Cl)cc2)CC1 (configuration not stated) | 16 | -13
C(=NN=C1c2ccccc2-c2ccccc21)c1c[nH]c2ccccc12 | 24 | -2
Cn1c(=O)oc2cc(NC(=O)CCl)ccc21 | 26 | -9
O=C(c1cccs1)N1CCN(C/C=C/c2ccccc2)CC1 | 2 | -6
CN(C)Cc1cccc(-c2ccccc2)c1O | 6 | 9
CN1CCN(/C=N/c2c(C#N)cnn2C)CC1 | 4 | -3
COc1ccc2c(c1)CCC1(C)CC(=O)C=C21 (configuration not stated) | 3 | 26
CC(C)N(Cc1ccccc1)C(=S)NCc1ccccc1 | -9 | 6
CCOC(=O)N1CCN(C(=O)c2cc3c(=O)[nH]c4ccccc4c3s2)CC1 | 7 | 1
CNc1cccc(-c2ccccc2CO)n1 | -7 | 9
O=C(CSc1ncccn1)N/N=C/c1ccccc1[N+](=O)[O-] | 0 | 7
Cc1cccc(N2CCN(C(c3ccncc3)c3nnnn3C(C)(C)C)CC2)c1C (configuration not stated) | -13 | 6
CC(=O)C1=C(O)C(=CC=Cc2ccccc2)OC1=O | -19 | 0
Cc1cc(C)cc(OC(=O)C23CCC(C)(C(=O)O2)C3(C)C)c1 (configuration not stated) | 14 | 3
Nc1nc2nonc2nc1N | 7 | 1
O=C(NCCO)C(=O)NCC1OCCCN1S(=O)(=O)c1cc(F)ccc1F (configuration not stated) | -8 | 3

Pulled by compound from the entries so far:
SMILES | TAG inh | TAG inh DAPI viability
COc1ccc2ccc3cccc[n+]3c2c1 | 0 | 8
CN1CCN(/C=N/c2c(C#N)cnn2C)CC1 | 4 | -3
COc1ncnc2c1ncn2CCCNCC(c1ccccc1)c1ccccc1 | -4 | 1
CCOC(=O)N1CCN(C(=O)c2cc3c(=O)[nH]c4ccccc4c3s2)CC1 | 7 | 1
O=C(NCCO)C(=O)NCC1OCCCN1S(=O)(=O)c1cc(F)ccc1F (configuration not stated) | -8 | 3
CCOC(=O)c1c(CN2CCCCC2)n(C)c2cc(Br)c(O)c(CN(C)C)c12 | 8 | 12

Other entries
SMILES | TAG inh | TAG inh DAPI viability
CCN(CC)C(=O)CSc1nc2ccccc2c(=O)n1CCC(=O)NCCc1ccc(OC)c(OC)c1 | 23 | -15
CCN(CC(=O)Nc1ccc(NC(C)=O)cc1)C(=O)/C=C/c1ccc(S(=O)(=O)N2CCCCCC2)cc1 | -3 | 11
Cc1cccc(NC(=O)CNC(=O)c2cccs2)n1 | 10 | -1
Nc1nnc(-c2ccccc2Cl)s1 | 14 | -10
COc1ccc(OCCC(=O)OCC(=O)NC(=O)NC(C)(C)C)cc1 | -2 | -2
CSC(=NC#N)N1CCN(c2ccccn2)CC1 | 0 | -1
CC(OC(=O)Cc1n[nH]c(=O)c2ccccc12)C(=O)Nc1cc(Cl)cc(Cl)c1 (configuration not stated) | 21 | 1
COc1cc(C)ccc1S(=O)(=O)NC(=O)C1(C)CCN1C(=O)Cc1ccc(C(C)(C)C)cc1 (configuration not stated) | 12 | 2
O=C(Cc1ccc(S(=O)(=O)N2CCOCC2)s1)NNC(=O)c1ccccc1Cl | -3 | 1
Cc1ccc(C(=O)NCC(=O)OCCCn2c(=O)[nH]c3ccccc32)cc1 | 5 | -4
COc1cc(CNCCN2CCOCC2)ccc1OCC(=O)NC(C)(C)C | -11 | 3
C=CC(C)(C)O[C@@H]1O[C@H](CO)[C@@H](O)[C@H](O)[C@H]1O | -15 | 62
CN(CC(=O)Nc1ccccc1Cl)C(=O)COC(=O)c1cnccn1 | -8 | 5
O=C(CSc1nnc(COc2ccc(Cl)cc2)o1)N(c1ccccc1)C1CCS(=O)(=O)C1 (configuration not stated) | 3 | 8
CC(=O)c1cc2c(cc1NC(=O)CSc1nc3ccccc3o1)OCO2 | -39 | 3
C/C(=N\NC(=O)c1cc2ccccc2cc1O)c1cc2ccccc2o1 | 3 | 3
C=C(C)C(=O)Nc1cccc(C2=NOC3(C2)C[C@H](C(N)=O)N(C(=O)c2ccccc2)C3)c1 (some centres not stated) | 1 | 3
C=CCNc1nc2c3ccccc3n(C(C)=O)c2s1 | 6 | -8
CN(CC(=O)NCCCc1ccccc1)S(=O)(=O)c1ccc(Br)cc1 | -2 | -4
O=C(Nc1ccc(F)c(Cl)c1)c1cc(C2CCCN(C(=O)c3cccs3)C2)on1 (configuration not stated) | 0 | 0
CC(Sc1nnc(-c2cccs2)n1Cc1ccccc1)C(=O)NCc1ccc2c(c1)OCO2 (configuration not stated) | 17 | -2
Cc1ccnc(NC(=O)c2cc([N+](=O)[O-])cc([N+](=O)[O-])c2)c1 | -12 | 5
O=Cc1ccc2cccnc2n1 | 0 | -9
Cc1ccc(NC(=O)C2C3CCCCC32)cc1[N+](=O)[O-] (configuration not stated) | -10 | -12
COC(=O)c1cccc(NC(=O)/C=C/c2ccc3c(c2)OCO3)c1 | -1 | 10

3 entries from above, with each value named.
CCN(CC)C(=O)CSc1nc2ccccc2c(=O)n1CCC(=O)NCCc1ccc(OC)c(OC)c1
  TAG inh: 23 | TAG inh DAPI viability: -15
CCN(CC(=O)Nc1ccc(NC(C)=O)cc1)C(=O)/C=C/c1ccc(S(=O)(=O)N2CCCCCC2)cc1
  TAG inh: -3 | TAG inh DAPI viability: 11
Cc1cccc(NC(=O)CNC(=O)c2cccs2)n1
  TAG inh: 10 | TAG inh DAPI viability: -1

Later entries
SMILES | TAG inh | TAG inh DAPI viability
CCOc1ccccc1NC(=O)NC(=O)N(C)S(=O)(=O)c1ccc(C)cc1 | -14 | 13
CCOc1ccc(C(=O)NCC(=O)NC(C)c2ccc(-n3ccnc3)cc2)cc1OCC (configuration not stated) | 11 | -1
COc1ccc(CC(=O)OCC(=O)Nc2cc(S(=O)(=O)N3CCOCC3)ccc2N2CCCC2)cc1 | -4 | 1
CCCNC(=O)Cn1c(=O)oc2ccccc21 | -11 | -3
Cc1noc(C)c1S(=O)(=O)N1CCC(C(=O)N2CCN(Cc3ccc4c(c3)OCO4)CC2)CC1 | -6 | 2
CC1CC(C)CN(C(=O)c2cccc(N3C(=O)c4ccccc4C3=O)c2)C1 (configuration not stated) | 12 | 2
O=C(c1cc(-c2ccc(O)cc2)on1)N1CCN(c2ccc(F)cc2)CC1 | -13 | -5
C#Cc1ccc([C@@H]2C=C(C(=O)N3CCN(Cc4ccc5c(c4)OCO5)CC3)O[C@H](OCC)[C@H]2CCCO)cc1 | 3 | -4
COc1cccc(NC(=O)CN(C)C(=O)CC2CCCC2)c1 | -30 | -1
CC1CC(C)CN(S(=O)(=O)c2ccc(NC(=O)C3CSC4(C)CCC(=O)N34)cc2)C1 (configuration not stated) | 0 | -8
Cc1ccc([N+](=O)[O-])cc1NC(=S)NC(=O)c1ccco1 | 2 | 1
COc1ccc(COc2cc(-c3cccc(OC)c3)nc3ccc(N)cc23)cc1 | 23 | 36
O=C(O)C(Cc1ccccc1)N1C(=O)c2ccccc2C1=O (configuration not stated) | 4 | 7
COc1ccc([N+](=O)[O-])cc1NC(=O)c1cccs1 | -13 | 7
O=[N+]([O-])c1ccc(S(=O)(=O)NCCN2CCOCC2)cc1 | 12 | -15
O=C(Nc1nccs1)c1cccc(S(=O)(=O)N2CCCC2)c1 | -13 | 3
O=C(c1ccccn1)N(c1ccccc1)C1(C(=O)NC2CCCCC2)CCCCC1 | -1 | 2
O=C(NCc1cn2ccccc2n1)c1ccc(Br)o1 | -1 | 6
COc1cc(OC)c2ccc(=O)oc2c1C(CCN1CCN(c2ccccc2)CC1)c1ccc(N(C)C)cc1 (configuration not stated) | -10 | 5
O=C(Nc1cccc(-c2cccc(Cl)c2)c1)C1CCN(Cc2ccccn2)CC1 | 4 | 23
CSc1ccccc1NC(=O)CNCCCN1CCOCC1 | 6 | 6
CCCOc1ccc(C(C)=O)cc1Cc1c(O)nc(SC)[nH]c1=O | -4 | 1
CN(c1ccccc1)S(=O)(=O)c1cccc(NC(=O)c2cccc(C#N)c2)c1 | -2 | -1
O=S(=O)(c1ccccc1)N1CCN=C1SCc1ccccc1 | -4 | -7
CN(C(=O)c1ccccn1)c1nnc(-c2cnccn2)s1 | -13 | -2
SMILES | TAG inh | TAG inh DAPI viability
COc1ccc(N2CCN(C(=O)COc3ncnc4ccccc34)CC2)cc1 | -1 | -5
Fc1ccccc1-c1nc(NCC2CC2)nc2ccsc12 | 6 | 15
CN1CCN(NC(=O)c2cccc(C(F)(F)F)c2)CC1 | 14 | -13
O=C(CNC(=O)c1ccc2c(c1)OCCO2)N/N=C/c1ccco1 | -5 | -3
Nc1c(N(CCC2=CCCCC2)C(=O)c2ccccc2F)c(=O)[nH]c(=O)n1Cc1ccccc1 | -19 | -6
CC(C)c1onc(C(=O)NC2CCCCC2)c1[N+](=O)[O-] | -9 | -6
CC(C)NC(=O)N(C)C[C@H]1Oc2c(NS(=O)(=O)c3cccs3)cccc2C(=O)N([C@H](C)CO)C[C@@H]1C | 16 | -8
Cc1c(C(=O)OCC(=O)NC2CCCCC2)oc2ccccc12 | 15 | -9
O=C(N/N=C/c1cc2c(cc1Br)OCO2)c1cccnc1 | 10 | -12
CCCCn1c(-c2ccc([N+](=O)[O-])cc2)n[nH]c1=S | 21 | 9
CS(=O)(=O)Nc1ccc(C2=NN(S(=O)(=O)c3ccc(F)cc3)C(c3ccco3)C2)cc1 (configuration not stated) | -19 | -2
NC(N)=NCCCC(NC(=O)c1ccccc1)C(=O)Nc1ccc([N+](=O)[O-])cc1 (configuration not stated) | -5 | -2
O=C(/C=C/Nc1ccc(Oc2ccccc2)cc1)c1ccco1 | 2 | -7
O=C(OCc1ccc(Br)cc1)c1cccc(S(=O)(=O)N2CCCC2)c1 | -25 | -2
CCOC(=O)c1c(-c2cccs2)csc1NC(=O)c1ccncc1 | -1 | 17
Cc1cccc(C(=O)OCc2cncs2)c1 | -17 | 7
CCC(Sc1ccc2nnc(CCNS(=O)(=O)c3ccc(OC)cc3)n2n1)C(=O)OC (configuration not stated) | -6 | -2
COc1ccc(-c2csc(N(CCCN(C)C)C(=O)c3ccc(F)cc3)n2)cc1 | 5 | 11
COCCNc1nc2cc(-c3ccccc3OC)sc2c(=O)n1C | 10 | 3
CCN(C(=O)COC(=O)/C=C/c1c(C)nn(-c2ccccc2)c1C)c1c(N)n(Cc2ccccc2)c(=O)[nH]c1=O | -8 | 7
CCc1nccn1CCC(=O)N1CCCC(Nc2ccc(C(C)C)cc2)C1 (configuration not stated) | -3 | 4
COc1ccccc1Nc1nc(-c2sc(NC(=O)c3ccco3)nc2C)cs1 | -6 | -1
Clc1ccc(/C=C\c2nccc3c2[nH]c2ccccc23)cc1 | 22 | i
COc1cc2oc(=O)ccc2c(OC)c1CC(O)C(C)(C)O (configuration not stated) | 11 | 1
CC1(C)CN(C2CCCCC2)C(=O)[C@H]1CC(=O)Nc1ccccc1 | 7 | -8
SMILES | TAG inh | TAG inh DAPI viability
CC(C)C1C(=O)N(Cc2cn(CCC3OCCO3)nn2)CCS(=O)(=O)N1Cc1ccc(-c2cccc(N(C)C)c2)cc1 (configuration not stated) | 18 | 7
CC(Oc1ccc(Cl)cc1)C(=O)Nc1nccs1 (configuration not stated) | 4 | -8
COC(=O)c1ccccc1NC(=O)CSc1nc2ccsc2c(=O)n1CCCCC(=O)O | 6 | -3
COc1ccc(CNC(=O)CNC(=O)c2sc3ccccc3c2Cl)cc1OC | 11 | -2
Cc1ccc(S(=O)(=O)NN2Cc3ccccc3C2=N)cc1 | -2 | 7
CN(C)S(=O)(=O)c1ccc(N2CCCC2)c(C(=O)NCC(=O)Nc2ccc(F)c(F)c2)c1 | 8 | -11
CN(C)S(=O)(=O)Oc1cccc(C(=O)Nc2cccc(Cl)c2)c1 | -13 | -7

Screening results: PubChem, Sanford-Burnham Center for Chemical Genomics
